K1F lysis inhibition = inhibition of K1F phage lysis, E. coli UTI89, bacterial capsule biogenesis inhibitors, alamar blue (AID 488966). E. coli UTI89 K1F phage lysis, alamar blue, 2 h; higher % means a stronger effect. one-dose inhibition, % at 100 µM; IC50 in µM for titrated hits. 340,000 compounds, 0.02% hits;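 active means phage lysis inhibition, versus mean bacterial control, above a set limit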;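 further: capsule biogenesis inhibitors block K1F phage lysis so surviving cells raise fluorescence; higher fluorescence means more inhibition of phage lysis; actives were called in the ten point dose series up to 300 µM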
P. falciparum M1AAP = P. falciparum M1AAP inhibitors, biochemical, fluorogenic H-Leu-NHMec substrate, 1536-well (AID 1445); inhibition, % at 30 µM, or IC50 in µM where a hit was titrated; recombinant M1AAP, H-Leu-NHMec fluorogenic kinetic assay; higher % means a stronger effect; 220,000 compounds, 0.42% hits;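 active means primary inhibition above the hit cutoff, then over 50% inhibition at one or more dose response concentrations, cut at about 23% in these data, passing the limit was not always enough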;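 further: plate controls were DMSO full reaction for no effect and no enzyme background for full effect; strong numbers were not always called active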
human PMI inhibition = MPI enzyme activity inhibition – biochemical, fluorescence intensity, coupled assay, primary screen (AID 1209). 190,000 compounds, 0.42% hits. inhibition, % at 20 µM, or IC50 in µM where a hit was titrated. purified PMI enzyme, coupled fluorescence intensity; higher % means a stronger effect;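 further: plate controls were DMSO vehicle for no effect and wells lacking substrate for full effect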
human PMI inhibitors = human PMI inhibitors, high substrate, primary screen, biochemical, fluorescence intensity, high mannose 6-phosphate (AID 1220); recombinant PMI enzyme, coupled fluorescence intensity; higher % means a stronger effect; inhibition, % at 20 µM, or IC50 in µM where a hit was titrated; 190,000 compounds, 0.66% hits
Siah-1 displacement = blockers of Siah-1 interaction with plectin peptide – biochemical, fluorescence polarization, rhodamine-plectin, uHTS, primary screen (AID 1817); Siah-1 / rhodamine-plectin peptide fluorescence polarization; higher % means a stronger effect; displacement, % at 20 µM; hits with a dose series show IC50 in µM; 290,000 compounds, 0.02% hits;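 active means displacement of at least 50% at 20 µM, with a fluorescence ratio check between 0.3 and a set limit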;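 further: plate controls were Siah plus tracer with DMSO for no effect and tracer alone without Siah for full effect; strong numbers were not always called active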
XIAP displacement = small molecules displacing peptide from XIAP – biochemical, IAP family, fluorescence polarization (AID 1018) | XIAP BIR domain, fluorescence polarization peptide displacement; higher % means a stronger effect | one-dose displacement, % at 20 µM; IC50 in µM for titrated hits | 200,000 compounds, 0.007% hits; in the data active means displacement above about 50%; further: a part of the inactive calls stands beside numbers as strong as those of hits
Hep lipid drop = hepatic lipid droplet formation modulation. 240,000 compounds, 0.4% hits. inhibition, % at 6.5 µM. AML12 mouse hepatocytes, oleate lipid droplets, BODIPY imaging. AID 1656;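 active means lipid droplet intensity inhibited by at least 50%, with more than 500 cells counted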
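Material – AML12 mouse liver cells · Also added – oleate loading, 100 µM · Compound dosing – 6.5 µM single-point dosing · Times – overnight treatment with compound plus oleate · Measured by – fluorescence imaging, 20x objective, two fields per well · Read-out – percent inhibition of filter-corrected integrated lipid droplet intensity per well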
M17LAP inhibition = P. falciparum M17LAP inhibitors, primary screen, biochemical, fluorogenic H-Leu-NHMec substrate, 1536-well (AID 1619) | 220,000 compounds, 0.38% hits | recombinant M17LAP, H-Leu-NHMec fluorogenic kinetic assay; higher % means a stronger effect | inhibition, % at 30 µM; hits with a dose series show IC50 in µM;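 active means compound inhibiting the enzyme by more than half at any dose during confirmatory dose-response retesting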;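 further: plate controls were full reaction with DMSO carrier for no effect and no enzyme background for full effect; strong numbers were not always called active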
TNAP activators = human TNAP enzyme activators, primary screen, biochemical, luminescent, no phosphate acceptor, uHTS (AID 1001); purified TNAP, luminescent activation assay, no phosphate acceptor; higher activation fold means a stronger effect; activation fold at 20 µM, or EC50 in µM where a hit was titrated; 200,000 compounds, 0.03% hits; in the data active means activation fold from about 3, or a potency from the dose series; inactive means the rest, 99 in 100 with activation fold below about 1.6; further: many of its hits are not listed in these tables
Hep lipid drop cells 6.5 µM = further read-out of Hep lipid drop, marked with its call; cell count; measured here: cell count, cytotoxicity flag;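 cells counted across two imaged fields per well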
An asterisk follows results filed as active; · = not tested or not shown; [ ] = another dose, or the depositor's remark. Unless noted, no stated cut-off is given here; in the data, active means inhibition above about 50%; inactive means the rest.

SMILES | K1F lysis inhibition | P. falciparum M1AAP | human PMI inhibition | human PMI inhibitors | Siah-1 displacement | XIAP displacement | Hep lipid drop | Hep lipid drop cells 6.5 µM | M17LAP inhibition | TNAP activators
NC(=O)C1CCN(Cc2nc3cc(C(F)(F)F)ccc3c(=O)[nH]2)CC1 | 0.2% | 4% | · | · | 0% | · | -1 | 710 | -5% | ·
CC(C)(C)NC(=O)c1cccc(NC(=O)c2ccco2)c1 | 0.8% | 5% | 1% | 0% | 5% | -2.8% | 16 | 769 | 10% | 1.1
COC(=O)C/C=C/[C@@H](C)[C@@H](/C=N/OCC[C@@H]1C=C[C@H](OC(C)=O)[C@@H](COC(C)=O)O1)NS(=O)(=O)c1ccc(C)cc1 | · | -1% | -6% | -6% | -3% | -25% | -8 | 684 | 12% | 0.9
Cc1ccc(CNC(=O)CSc2ccc(-c3ccccn3)nn2)cc1 | 0.1% | 12% | -3% | -9% | 1% | -5.5% | 4 | 675 | 11% | 0.9
NC(=O)COC(=O)/C=C/c1cccc(Br)c1 | 0.4% | 2% | -12% | -12% | -8% | -6.3% | -12 | 678 | -3% | 1
CCOc1cc(C(=O)NC)cc(Br)c1OCc1ccccc1 | 0.0% | -3% | 10% | 3% | 5% | -4.3% | -14 | 722 | -4% | 1
O=C(C1CCN(c2ccc(N3CCOCC3)nn2)CC1)N1CCc2ccccc2C1 | -1.2% | 1% | -7% | 8% | -3% | -3.9% | · | · | -24% | 0.9
CN1CCN(c2cc3c(cc2F)c(=O)c(C(=O)O)cn3CCF)CC1 | 0.4% | -7% | · | · | 13% | · | 3 | 742 | 3% | ·
O=C(CCSc1ccccc1)Nc1ccc(S(=O)(=O)N2CCOCC2)cc1 | 4.8% | 2% | 7% | 4% | 0% | -4.4% | 4 | 796 | 10% | 1.1
N/C(=N\OC(=O)N1c2ccccc2Sc2ccccc21)c1ccc(Br)cc1 | 3.2% | 2% | -7% | -6% | 4% | -5.5% | 3 | 760 | 7% | 1.1
CCCS(=O)(=O)N1CCN(S(=O)(=O)c2ccccc2[N+](=O)[O-])CC1 | · | 2% | -8% | -6% | -2% | -5.7% | · | · | -4% | 1
Cc1nc2ccc(C(=O)O)cc2nc1C | 2.7% | 3% | 1% | -6% | -3% | -10% | 8 | 626 | -12% | 1
COC(=O)c1ccc(C2/C(=C(/O)c3ccc(OC)cc3)C(=O)C(=O)N2c2cc(C)on2)cc1 (stereo not given) | 1.1% | 5% | -14% | -12% | -4% | -11% | · | · | 19% | 1.1
COc1ccc(CCNC(=O)/C=C/c2cc(OC)c(OC)c(OC)c2)cc1OC | -0.3% | -1% | -7% | -10% | 1% | -9.4% | 11 | 690 | -5% | 1.2
N#C/C(=C\c1ccc(N2CCOCC2)o1)c1ccccc1 | 2.2% | 4% | 12% | 44% | -3% | -2.0% | · | · | 11% | 0.9
c1ccc(-c2ccc(SCc3cccnc3)nn2)nc1 | 0.1% | -1% | -27% | -22% | -2% | -1.7% | 14 | 683 | 2% | 1.1
Cc1[nH]n(-c2ccccc2)c(=O)c1Sc1ccc(Cl)cc1 | -0.5% | 14% | 15% | 25% | 2% | -8.0% | · | · | 37µM* | 1.1
CCC(=O)Nc1ccc(/C(C)=N\NS(=O)(=O)c2ccc(C)cc2)cc1 | -2.8%[50 µM] | 7% | 4% | -3% | -2% | -3.4% | · | · | 3% | 1.1
COc1ccc(OC)c2sc(N(CCN(C)C)C(=O)c3cc(Cl)sc3Cl)nc12 | 0.3% | 1% | -6% | 2% | 1% | 0.8% | -4 | 736 | -5% | 1
COc1cc(OC)c2c(-c3ccccc3)cc(=O)oc2c1C(CCN1CCCC(C)C1)c1ccc(N(C)C)cc1 (stereo not given) | -0.6% | 10% | · | · | -5% | · | 4 | 751 | -17% | ·
Nc1nc(N2C(=O)C3CC=CCC3C2=O)nn1-c1ccccc1 (stereo not given) | 0.7%[50 µM] | 4% | 15% | 11% | 0% | 1.9% | -14 | 659 | 9% | 1.1
CCN1C(=O)c2ccccc2S(=O)c2ccc(C(=O)N3CCOCC3)cc21 (stereo not given) | 0.2% | 3% | · | · | 0% | · | 5 | 721 | -5% | ·
COc1ccc(C(=O)CSc2n[nH]c(-c3ccncc3)n2)cc1[N+](=O)[O-] | 3.7% | 17% | 0% | -6% | 3% | -4.6% | 9 | 604 | -8% | 0.8
CCn1c(NCc2ccccn2)nc2c1c(=O)n(C)c(=O)n2C | 0.1% | 3% | 0% | -2% | 9% | -4.0% | 16 | 770 | 10% | 1.1
O=C(NCC(c1cccs1)N1CCOCC1)c1cc2ccccc2o1 (stereo not given) | 0.0% | -1% | -2% | 0% | 3% | -7.4% | · | · | 3% | 1.1
O=C(Nc1ccc2c(c1)OCCO2)c1cccc2nc3ccccc3nc12 | -0.1% | 2% | 3% | -1% | -3% | -0.3% | · | · | 9% | 0.8
CCNc1nnc(CCn2nc(C)c(Br)c2C)s1 | 2.3% | 5% | 8% | 4% | -1% | -3.2% | 0 | 713 | 1% | 1
CCOc1ccc(NS(=O)(=O)c2ccc(OCC)c3ncccc23)cc1 | 4.8% | 3% | 15% | 9% | 4% | -11% | -8 | 710 | -12% | 1.1
Cc1ccc(OCCn2cnc3sc(C(N)=O)c(C)c3c2=O)cc1 | · | 1% | 8% | -1% | -4% | -11% | 0 | 710 | 12% | 1
CCCCSc1ccc2nc(-c3ccc(C#N)cc3)cn2c1 | 0.8% | 4% | 1% | 3% | 1% | -3.0% | · | · | 3% | 1.1

Filtered by structure: those above with a furan ring, fused or not (3)
SMILES | K1F lysis inhibition | P. falciparum M1AAP | human PMI inhibition | human PMI inhibitors | Siah-1 displacement | XIAP displacement | Hep lipid drop | Hep lipid drop cells 6.5 µM | M17LAP inhibition | TNAP activators
CC(C)(C)NC(=O)c1cccc(NC(=O)c2ccco2)c1 | 0.8% | 5% | 1% | 0% | 5% | -2.8% | 16 | 769 | 10% | 1.1
N#C/C(=C\c1ccc(N2CCOCC2)o1)c1ccccc1 | 2.2% | 4% | 12% | 44% | -3% | -2.0% | · | · | 11% | 0.9
O=C(NCC(c1cccs1)N1CCOCC1)c1cc2ccccc2o1 (stereo not given) | 0.0% | -1% | -2% | 0% | 3% | -7.4% | · | · | 3% | 1.1

The results go on:
Values in the order – K1F lysis inhibition, P. falciparum M1AAP, human PMI inhibition, human PMI inhibitors, Siah-1 displacement, XIAP displacement, Hep lipid drop, Hep lipid drop cells 6.5 µM, M17LAP inhibition, TNAP activators
Cc1ccc(SCc2cc(=O)n(C)[nH]2)cc1
    -0.2%, 4%, 27%, 39%, -3%, -7.8%, -3, 718, -1%, 1
COC(=O)c1ccccc1OCCOCCOc1cccc2ccc(C)nc12
    -4.0%, -7%, 24%, 45%, -3%, -5.6%, -12, 641, -1%, 1
COCCn1c(C)cc(C(=O)COC(=O)c2ccc(-n3nc(C)cc3C)cc2)c1C
    0.5%, -1%, 4%, 10%, 0%, -1.9%, ·, ·, -3%, 1
Cc1cc2nccc(-c3ccccn3)n2n1
    0.3%, -6%, 0%, -1%, 5%, -4.0%, 12, 701, -1%, 1
O=C(CSc1nnnn1-c1cccc2c1CCCC2)N1CCCC1
    0.3%, -1%, -14%, -8%, -9%, -3.1%, -34, 761, 5%, 1
Cc1ccc(C(=O)NC(NC(=O)c2ccc(C)cc2)C(Cl)Cl)cc1
    0.9%, 5%, -4%, -7%, -2%, -8.3%, 5, 513, 38%, 1.1
CN(C)CCNC(=O)c1ccccc1
    4.0%, 3%, -10%, -16%, -1%, -5.4%, 22, 855, 1%, 1
COc1cc(CNC(=O)c2ccc(Cn3nc(C)c(Cl)c3C)o2)cc(OC)c1
    -0.2%, -8%, 14%, 16%, -1%, -1.0%, 17, 773, -4%, 1
O=C(Nc1ccc(N=Nc2ccccc2)cc1)c1cccc(Cl)c1
    0.3%, 8%, 8%, 10%, -1%, -0.8%, 19, 711, 4%, 1.2
CCOc1ccc(C(=O)c2ccc(OCC)c(N)c2)cc1N
    -0.1%, 20%, 6%, 7%, -2%, -2.5%, ·, ·, 7%, 1.1
COc1ccccc1N1CCN(S(=O)(=O)Cc2ccccc2Cl)CC1
    3.7%, 6%, 12%, 4%, 5%, -1.1%, -14, 744, 4%, 1.1
CCCC(NS(=O)(=O)c1ccc(OC)cc1)C(=O)O (stereo not given)
    0.9%, 1%, -2%, -5%, 0%, -2.0%, ·, ·, 6%, 1.1
CC(=O)Nc1ccc(NC(=O)CCc2nc3ccccc3c(=O)[nH]2)cc1
    0.1%, 2%, 2%, -1%, 4%, 2.0%, 35, 735, 0%, 1.1
CCCCn1c(=O)[nH]c(=O)c2c1nc(-c1ccccc1F)n2Cc1ccccc1OC
    0.1%, 4%, -2%, -4%, 22%, -10%, 13, 694, -8%, 1.2
Cc1ccc2c(c1)/C(=C/c1ccco1)C(=O)N2
    0.0%, 6%, 1%, 4%, 1%, -2.6%, 6, 760, 1%, 1
COc1ccc(CC(=O)Nc2ccc(N3CCCCC3)cc2)cc1
    0.2%, 7%, -10%, 6%, -7%, -6.2%, 6, 682, -9%, 1.1
CC(C)Sc1nc2c(cnn2-c2ccc(F)cc2)c(=O)[nH]1
    0.7%, 11%, -3%, -7%, -4%, -7.1%, 1, 714, 2%, 1
O=C(c1cc2ccccc2o1)N(C1CC1)C1(C(=O)Nc2ccccc2)CCCC1
    0.2%, 4%, 7%, 8%, 0%, -7.8%, 0, 681, -1%, 1.1
COc1cc(-n2c(=O)c3ccccc3n(CC(=O)c3ccccc3)c2=O)cc(OC)c1OC
    1.6%[50 µM], 7%, -7%, -7%, 14%, -4.3%, 17, 703, 3%, 1.1
COc1cc(OC)cc(C(=O)N[C@H](C(=O)Nc2nnc(C3CC3)s2)C(C)C)c1
    1.7%, 3%, 12%, 6%, 5%, -4.0%, -6, 602, 13%, 1.1
CCOc1c(S(=O)(=O)NC2CC(C)(C)NC(C)(C)C2)ccc(Cl)c1Cl
    -0.6%, 3%, -10%, -8%, 6%, -5.3%, -5, 659, -5%, 1.1
Cc1ccccc1-n1nnnc1SCC(=O)Nc1ccc(S(=O)(=O)N2CCCC2)cc1
    0.3%, 5%, 16%, 9%, 4%, -10%, -34, 666, -6%, 1.1
CCCn1nc2cc(C(=O)NCc3ccc4c(c3)OCO4)ccc2c1OCC
    0.5%, -2%, 1%, -6%, 3%, -2.1%, ·, ·, -24%, 1.1
Cc1ccc(NC(=O)c2ccccc2NS(=O)(=O)c2ccc(F)cc2)cc1S(=O)(=O)N1CCCCC1
    1.7%, 14%, 0%, 1%, 9%, 0.2%, -56, 586, 13%, 1.1

Screening results deposited in PubChem by several laboratories.
